# Cardio protect = protects H9c2 cardiomyocytes from peroxide injury; H2O2 injury protection, ATPLite, 2 h; protection from H2O2 cell death, % at 20 µM; 0.63% of 360,000 active;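 active = compounds giving at least 50% protection of heart cells from peroxide-induced death in the single-dose screen, raw or plate-pattern-corrected value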;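 also: 0% = DMSO wells with peroxide and 100% = DMSO wells without peroxide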
# HTR2A ag = mouse HTR2A agonism via beta-arrestin recruitment | P35363 | CHO-K1 mHTR2A beta-arrestin complementation, luminescence; percent of 30 µM serotonin response | activation, % at 7.6 µM | 0.66% of 360,000 active | AID 624169;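 active = activation above a run cutoff, the mean activation of all tested compounds plus 3 SD, cut at about 14% in these data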;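 also: 0% = plate median of compound wells and 100% = 30 µM serotonin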
# N-glyco inh = blocks N-linked glycosylation in D54 reporter cells. D54 ERlucT glycosylation luciferase reporter, 24 h; percent of 100 nM tunicamycin response. reporter increase, % at 12.5 µM. 0.23% of 360,000 active. AID 588692;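 active = mean luciferase reporter signal, scaled so untreated is 0 and the glycosylation-blocking control 100, at or above a set limit in every replicate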;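 also: luciferase carries N-glycosylation sites so blocking glycosylation raises the light; 0% = median of neutral control wells and 100% = median of 100 nM tunicamycin wells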
# MC4R antag cAMP = blocks human MC4R cAMP signaling; P32245; MC4R-expressing cells, MTII-stimulated cAMP, LANCE TR-FRET; inhibition, % at 6.5 µM; 0.48% of 360,000 active; AID 540295;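 active = inhibition above its plate's cutoff, the mean of tested wells on that plate plus 3 SD, cut at about 29% in these data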;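 also: 0% = Melanotan II alone and 100% = Melanotan II plus saturating MCL0020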
#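 Material: human MC4R-expressing U2OS cells. Probe or stimulus: Melanotan II challenge. Dosing: 6.5 µM single dose. Times: 30-min compound, 1-h challenge, 1-h detection, room temperature. Technique: TR-FRET with Eu-cAMP and labeled anti-cAMP, 671 nm. Replication: singlicate.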
# iPSC survival up = increases survival of single human iPS cells | hiPSC single-cell survival, ATPlite luminescence; 100% = ROCK inhibitor wells, 0% = DMSO | survival enhancement, % at 20 µM | 0.044% of 360,000 active | AID 602274; in the data active = survival enhancement above about 18%;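 also: cells exposed to compounds for 16 hours before the ATP read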
# aDG glyco act = alpha-DG glycosylation activation; Pro5-aDG cells, alpha-DG glycosylation AlphaScreen (IIH6); 0% Pro5, 100% B10-LARGE cell signal; activation, % at 10 µM; 0.22% of 360,000 active; AID 624168;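 active = activation of at least 8% versus controls, or a plate z-score of at least 8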;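 also: Pro5 are CHO cells carrying HIG-tagged alpha-DG that lacks glycosylation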
# ABCB6 inh 2 = human ABCB6 transporter inhibition. Q9NP58. K562-ABCB6 porphyrin accumulation, flow cytometry, 1 h; active compounds read low. fluorescence ratio to DMSO, % at 10 µM. 0.19% of 360,000 active;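 active = fluorescence ratio to DMSO below 75%, the collection mean minus 3 SD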;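 also: signal is porphyrin accumulated inside mitochondria; 100% equals median channel fluorescence of DMSO control wells; lower ratio means ABCB6 inhibition with less porphyrin fluorescence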
# MC4R ag barr = agonists of human melanocortin 4 receptor (MC4R) beta-arrestin. U2OS MC4R beta-arrestin complementation, luminescence; percent of melanotan II response, DMSO zero. activation, % at 8.9 µM. 0.98% of 360,000 active. AID 540308;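 active = activation above a per-plate cutoff, the mean activation of sample wells on that plate plus 3 SD, cut at about 8% in these data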
# ABHD5-PLIN5 inh = blocks binding of human ABHD5 to perilipin-5; 0.78% of 360,000 active; Split G. princeps luciferase complementation, luminescence, 4 h; Q00G26+Q8WTS1; inhibition, % at 4 µM;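 active = inhibition above the mean inhibition across every tested compound plus 3 SD, cut at about 22% in these data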;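 also: 0% = DMSO only wells and the 100% control is not disclosed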
# Target sequence (Q00G26 whole entry, looked up): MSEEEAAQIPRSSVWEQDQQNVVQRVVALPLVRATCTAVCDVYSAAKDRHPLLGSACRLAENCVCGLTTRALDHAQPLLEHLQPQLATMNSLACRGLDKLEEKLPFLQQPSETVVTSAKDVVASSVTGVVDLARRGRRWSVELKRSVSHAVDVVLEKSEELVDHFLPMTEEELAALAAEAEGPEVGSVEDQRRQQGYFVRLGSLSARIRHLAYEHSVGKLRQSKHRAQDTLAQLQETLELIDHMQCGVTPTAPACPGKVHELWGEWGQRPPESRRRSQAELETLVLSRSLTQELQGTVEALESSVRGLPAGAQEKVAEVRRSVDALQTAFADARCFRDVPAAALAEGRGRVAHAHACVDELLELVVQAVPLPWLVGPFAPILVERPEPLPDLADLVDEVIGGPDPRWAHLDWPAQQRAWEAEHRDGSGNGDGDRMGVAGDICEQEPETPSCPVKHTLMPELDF
# Target sequence (Q8WTS1 whole entry, looked up): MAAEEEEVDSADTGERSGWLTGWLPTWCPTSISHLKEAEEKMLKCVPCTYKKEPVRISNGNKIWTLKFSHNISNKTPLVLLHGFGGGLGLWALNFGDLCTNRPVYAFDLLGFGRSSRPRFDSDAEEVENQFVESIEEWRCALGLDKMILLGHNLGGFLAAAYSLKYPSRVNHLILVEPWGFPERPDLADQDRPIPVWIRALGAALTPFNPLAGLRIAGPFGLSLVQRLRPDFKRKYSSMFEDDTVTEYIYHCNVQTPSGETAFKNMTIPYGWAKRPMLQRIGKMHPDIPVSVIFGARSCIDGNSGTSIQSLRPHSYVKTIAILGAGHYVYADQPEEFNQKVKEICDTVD
# Granule exo inh = blocks lytic granule exocytosis | TALL-104 LAMP-1 surface exposure, flow cytometry; cells stimulated with thapsigargin and PMA | inhibition, % at 10 µM | AID 651702 | 0.66% of 360,000 active;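 active = inhibition above about 55%, limit read from the data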
# Starred values were filed as active, the others as inactive; nt = not tested or not shown.
SMILES,Cardio protect,HTR2A ag,N-glyco inh,MC4R antag cAMP,iPSC survival up,aDG glyco act,ABCB6 inh 2,MC4R ag barr,ABHD5-PLIN5 inh,Granule exo inh
COc1ccc(Cl)cc1NC(=O)C1CC(c2ccccc2Cl)=NO1 (stereo not drawn),-1,6,2,-1,-2.4,-0.2,92,-1.2,4,-5
Cc1c(CCO)c(=O)oc2n[nH]c(-c3ccccc3)c12,2,0,-2,3,0.9,-0.2,87,-3.1,-10,-1
O=C(CSc1nc2[nH]ncc2c(=O)[nH]1)Nc1ccc(Cl)c(Cl)c1,-6,-5,0,9,-0.1,0.1,99,1.0,2,2
COc1ccc(C2NS(=O)(=O)N=C2N)cc1 (stereo not drawn),-1,4,1,-2,1.1,-0.1,105,0.7,-5,-1
Cc1cccc(NC(=O)c2ccc(S(=O)(=O)N(C)CC3CCCO3)cc2)c1C (stereo not drawn),-2,-1,-1,-2,-0.3,0.1,98,-0.5,-9,-4
O=[N+]([O-])c1ccc(CN2CCN(c3nc4ccccc4s3)CC2)cc1,-9,9,0,4,0.9,0.1,92,-0.6,9,0
COc1cccc(COCC(O)CN2CCC(C(N)=O)CC2)c1 (stereo not drawn),1,5,0,10,-0.3,0.1,95,0.2,3,1
Cc1c(NC(=O)c2c(NC(=O)CNC3CC3)sc3c2CCCC3)c(=O)n(-c2ccccc2)n1C,7,11,0,10,-0.3,0.0,97,-3.2,2,1
COc1cc(CCC(=O)OCC(=O)NCc2ccc(Cl)cc2)cc(OC)c1OC,7,-2,0,5,-0.1,-0.1,101,-2.0,-7,-6
CCOC(=O)C1=NNC2(c3ccc(Cl)cc3)C(=O)N(c3ccc(C)cc3)C(=O)C12 (stereo not drawn),2,-3,1,9,0.1,-0.4,101,-3.1,-3,1
Cc1cccc(N(C(=O)c2csnn2)C(C(=O)NC2CCCC2)c2ccncc2)c1 (stereo not drawn),2,-3,0,-1,0.4,0.0,91,-0.8,9,-1
COC(=O)CN(c1ccc2c(c1)OCO2)S(C)(=O)=O,6,1,1,-1,-3.5,-0.1,96,-0.5,-5,4
COc1ccc2c(C)cc(SCC#N)nc2c1,-3,4,0,1,-0.6,0.3,101,1.5,7,-1
Cc1ccc(S(=O)(=O)NC(CC(C)C)C(=O)N2CC(C)OC(C)C2)cc1 (stereo not drawn),1,3,17,10,0.4,0.0,101,-1.8,0,20
COC(=O)CCN1CCC2CC1c1cc(Cl)ccc12 (stereo not drawn),10,-2,2,0,-0.6,0.2,98,-0.3,-6,8
O=C(Nc1ccccc1F)Nc1cccnc1Cl,-11,4,-1,10,-0.4,-0.1,97,2.5,2,-4
O=C(CSc1ccc([N+](=O)[O-])cc1)Nc1nnc(C2CC2)s1,4,-1,0,8,0.1,0.1,104,-0.2,6,6
O=C(Nc1cccc2ccccc12)c1ccc(OC(=S)N2CCOCC2)cc1,-16,-4,-12,-1,-0.5,1.7,93,-2.1,8,-2
O=C(NC(=S)Nc1ccc(-c2ccccc2)cc1)c1ccccc1,3,-3,1,17,-4.6,0.1,95,2.7,-3,4
Cc1ccc(S(=O)(=O)N(Cc2ccccc2)c2ccccn2)cc1[N+](=O)[O-],-9,-4,-4,-1,-0.6,-0.1,101,-0.5,6,-7

# Entries from the list above with an NH in an aromatic ring:
SMILES,Cardio protect,HTR2A ag,N-glyco inh,MC4R antag cAMP,iPSC survival up,aDG glyco act,ABCB6 inh 2,MC4R ag barr,ABHD5-PLIN5 inh,Granule exo inh
Cc1c(CCO)c(=O)oc2n[nH]c(-c3ccccc3)c12,2,0,-2,3,0.9,-0.2,87,-3.1,-10,-1
O=C(CSc1nc2[nH]ncc2c(=O)[nH]1)Nc1ccc(Cl)c(Cl)c1,-6,-5,0,9,-0.1,0.1,99,1.0,2,2

# The listing continues:
SMILES,Cardio protect,HTR2A ag,N-glyco inh,MC4R antag cAMP,iPSC survival up,aDG glyco act,ABCB6 inh 2,MC4R ag barr,ABHD5-PLIN5 inh,Granule exo inh
CCN(CC(=O)Nc1ccccc1OC)C(=O)COc1ccc2ccccc2c1,-1,3,-1,7,-0.5,-0.1,93,-2.1,4,-3
CC(=O)Nc1nc(C)c(-c2csc(Nc3ccc(O)cc3)n2)s1,-8,-3,-14,4,-5.0,-0.1,92,-0.9,-29,7
Cc1ccc(OC(=O)Nc2ccccc2)cc1,-13,-1,1,10,-0.3,-0.2,94,-0.1,-3,3
COc1cccc(CN(C)CC(=O)NCc2ccc(F)cc2)c1OC,1,-2,0,5,0.2,-0.1,95,1.1,5,10
COc1ccc(Cl)cc1NC(=O)COc1cccc(-n2cnnn2)c1,15,-7,-2,16,0.2,0.3,94,0.9,0,-1
C[C@@H]1O[C@H](C2CCCC2)Cc2[nH]c(=S)[nH]c(=O)c21,nt,1,nt,nt,1.5,0.0,106,nt,-14,1
Cc1ccc(C(=O)Nc2cccc(C(=O)N3CCOCC3)c2)cc1,0,-6,2,4,1.4,-0.2,99,-1.9,2,2
C[C@@H]1CN([C@H](C)CO)C(=O)CCCn2cc(nn2)CO[C@H]1CN(C)C(=O)C1CCCCC1,3,0,-1,nt,7.3,-0.1,100,nt,-2,3
O=C(O)C1CC=CCC1C(=O)NNc1ccccc1 (stereo not drawn),2,1,3,12,1.0,0.0,105,-1.9,2,0
COc1ccc(CNC(=O)c2cccnc2Sc2ccc(C)c(C)c2)cc1,-8,-4,-4,-9,-2.2,0.1,104,3.6,16,-4
CCCNCC(O)Cn1c2ccccc2n2c(=O)cc(C)c(C#N)c12 (stereo not drawn),12,2,1,4,-0.4,-0.3,99,-2.2,-2,1
CCS(=O)(=O)n1nc(-c2ccc(Cl)cc2)nc1N,-2,-1,0,-3,-1.3,0.7,92,-1.1,8,1
O=C(N[C@@H](Cc1ccccc1)C(=O)N1CCN(S(=O)(=O)c2cccc(F)c2)CC1)c1ccco1,-7,8,-2,6,-1.5,0.0,101,-0.3,1,1
COc1ccccc1NC(=O)C1CCCN(c2nc(C)cc(C)n2)C1 (stereo not drawn),2,1,0,-4,-2.1,0.1,100,-1.3,2,0
CCN(CC)CCCNC(=O)CSc1c2c(nc3cc(Cl)ccc13)CCCC2,-4,-1,21,10,-3.5,-0.3,109,-0.4,29*,5
Cn1c(=O)n(Cc2ccccc2F)c2ccccc21,1,-2,0,1,0.1,0.2,101,-2.0,1,-2
Cc1ccccc1C(=O)Nc1ccnn1C1CCN(C(=O)c2cnsn2)CC1,-1,7,3,1,-0.6,-0.1,93,-1.4,4,-16
CC(C)(CO)Nc1ccc([N+](=O)[O-])cc1[N+](=O)[O-],11,-7,1,-7,2.0,0.5,107,-0.3,-2,2
Cc1cc(OCC(=O)NCCCN2CCCC2=O)c2c(C)c(C)c(=O)oc2c1,9,3,1,1,-0.1,0.5,101,0.1,-1,-2
O=C1CSC(c2ccccn2)N1Cc1cn2ccccc2n1 (stereo not drawn),8,-4,1,4,0.8,-0.2,75,0.9,-4,3
C[C@H](CO)N1C[C@H](C)[C@@H](CN(C)C(=O)Nc2ccccc2)Oc2c(NC(=O)NC3CCCCC3)cccc2C1=O,8,-4,2,3,0.2,0.1,96,-1.3,-11,-7
CCCc1ccc(-c2c(C)sc(NC(=O)c3ccnn3C)c2C#N)cc1,-32,4,0,5,2.0,3.4,100,4.6,-9,4
C/C(=N\NS(=O)(=O)c1ccc(C)cc1)c1ccc(Br)s1,-8,3,0,3,0.0,-0.1,107,-1.7,-2,-4
Cc1ccc(CNC(=O)c2cn(C3CCCCC3)c(=O)c3c2c2ccccc2n3C)o1,45,2,2,2,-0.7,0.3,89,-2.2,12,-1
Cc1cc(NC(=O)Cn2nc(C(=O)O)c3ccccc3c2=O)ccc1Br,-3,-2,0,3,-0.4,0.2,98,2.8,0,-11
O=C(Nc1ccc(F)cc1)C(Sc1nnc2ccccn12)c1ccccc1 (stereo not drawn),4,-3,-1,19,-1.4,-0.1,94,-1.0,2,-3
N#Cc1cc(Cl)c(N2CCOCC2)cc1C#N,0,9,-1,-11,-0.1,0.0,87,-3.0,-5,0
CC1CN(S(=O)(=O)c2ccc(C(=O)Nc3ccc(S(=O)(=O)Nc4ncccn4)cc3)cc2)CC(C)O1 (stereo not drawn),-3,0,4,-6,0.3,-0.3,100,-3.0,3,-2
Cc1nc2c3ccccc3n(CC#N)c(=O)n2n1,10,-1,2,-3,-0.9,-0.1,101,-1.3,-3,-4
COCCn1c(=NC(=O)c2ccc3c(c2)OCCO3)sc2cc(S(N)(=O)=O)ccc21,7,8,-10,4,-1.3,2.3,96,4.5,3,3
COC(=O)C1=CN(c2ccc(C(C)(C)C)cc2)C(N)=C(C#N)C1c1ccccc1F (stereo not drawn),nt,4,nt,nt,nt,-0.2,nt,nt,-5,-4
CCCP(=O)(CC(=O)O)c1ccccc1 (stereo not drawn),-7,-4,1,16,-1.0,0.0,89,2.2,-5,2
Cc1ccc2c(C(=O)CN3CCN(c4ccccc4)CC3)c(C)[nH]c2c1,-7,-8,2,-9,8.1,0.0,92,1.7,1,0
CC1(C(=O)NC2CCN(Cc3ccccc3)CC2)CCN1Cc1ccc(OC(F)(F)F)cc1 (stereo not drawn),-10,-6,-8,4,-1.0,0.4,99,1.3,-2,14
O=C(Nc1ccncc1)c1ccc(Br)cc1,-5,1,1,2,0.9,0.0,106,0.0,1,3
Fc1ccc(NC(=S)N2CCCC2)cc1,3,-2,-1,-2,2.0,-0.3,99,-1.5,-4,-2
CC(=O)NNC(=O)CCC(=O)Nc1ccccc1,5,-3,1,17,9.8,0.1,103,0.3,1,-1
O=C1C=C(c2ccccc2)CC(c2cccs2)C1n1cnc([N+](=O)[O-])c1 (stereo not drawn),-3,-2,0,1,-3.3,0.2,96,-0.8,-1,0
COCC(=O)Nc1ccc2c(c1)[C@@H]1C[C@H](CC(=O)OC)O[C@@H](CO)[C@@H]1O2,16,-2,3,-1,-2.2,0.0,92,-1.2,6,-4
Cn1c(=O)n(CCc2ccccc2)c(=O)c2c1nc1n2CCCN1CCc1ccccc1,106*,6,1,0,-1.8,-0.5,87,2.0,10,7
O=C1CN(C(=O)CSc2nnnn2-c2ccc(Cl)cc2)c2ccccc2N1,-4,-2,-4,4,-0.8,-0.2,98,-1.7,-4,-4
COc1cc(F)ccc1-c1csc(C(C)(NC(C)=O)c2ccccc2)n1 (stereo not drawn),-5,9,0,10,-0.6,-0.2,96,0.6,2,-3
CC(=O)Oc1ccc(-c2cccc(C(=O)NCCCO)c2)cc1,7,-5,3,-2,2.3,-0.2,84,-3.0,-2,2
O=C(CCC(=O)OCC(=O)c1ccc(-c2ccccc2)cc1)Nc1cccc(Cl)c1,-2,-1,1,1,0.3,-0.1,101,1.2,4,-1
CN(C)S(=O)(=O)N1CCc2ccc(NC(=O)c3ccccc3Cl)cc2C1,-1,-4,-2,-6,0.3,0.1,98,-0.8,3,-2
CCN(CC)C(=O)Cn1c(=O)n(-c2ccccc2)c(=O)c2c3c(sc21)CCC3,0,0,-1,5,0.7,-0.2,92,-2.3,-5,2
CCc1cccc(NC(=O)CCS(=O)(=O)c2cc3c(cc2C)NC(=O)CO3)c1,0,2,1,1,-1.3,0.0,100,-1.1,-4,7

# From PubChem BioAssay
